NSD2 inh: blocks human histone methyltransferase NSD2; O96028; 310,000 compounds, 0.54% hits; AID 743445; NSD2 peptide methylation, AlphaScreen, 120 min; inhibition, % at 12.5 µM; in the data active = inhibition above about 50%
PvdQ inh: blocks Pseudomonas aeruginosa PvdQ acylase activity | 340,000 compounds, 0.063% hits | purified PvdQ acylase, fluorescence plate reader | AID 488965 | inhibition, % at 10 µM; in the data active = inhibition above about 30%, passing the limit was not always enough;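 note: 0% = vehicle neutral wells and 100% = reference inhibitor wells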
dFosB act: mouse delta FosB homodimer activation. P13346. purified delta FosB, TAMRA-CDK5 oligo fluorescence polarization; percent of positive-control signal above neutral wells. 340,000 compounds, 0.99% hits. activation, % at 25 µM. AID 493131;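 active = mean activation above about 17%, with every replicate also reaching it, limit read from the data, passing the limit was not always enough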;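 note: fluorescence polarization rise as delta FosB binds a TAMRA Cdk5 AP-1 oligo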
MITF act: MITF TRPM1 promoter activation in melanoma cells. 300,000 compounds, 0.75% hits. SK-MEL-5 TRPM1-promoter luciferase, 24 h; % of positive control, neutral wells = 0. activation, % at 12.5 µM;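 active = mean activation of at least 80% with every replicate also reaching 80%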;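 note: 0% = neutral control wells and 100% = parthenolide positive control wells; values of inactives mirror those of a sister screen read the other way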
Wnt act: Wnt/beta-catenin pathway activation. Wnt/beta-catenin reporter cell assay, activator, plate reader. activation, % at 9.35 µM. 300,000 compounds, 1.2% hits; in the data active = activation above about 30%, passing the limit was not always enough;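 note: 0% = neutral control wells and 100% = positive control wells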
HTR5A inv ag: inverse agonist of human HTR5A in OPRM1-OPRD1 counter-screen; inhibition, % at 9.3 µM; HTR5A cell line, luminescence, inverse agonism; 340,000 compounds, 0.083% hits; P47898; AID 504634; in the data active = inhibition mostly above about 23%, no sharp cut-off; inactive = mostly below about 18%;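 note: 0% = cells with DMSO and 100% = no-cell wells with DMSO; some compounds called inactive have numbers as strong as hits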
Target sequence (P47898 whole entry, looked up): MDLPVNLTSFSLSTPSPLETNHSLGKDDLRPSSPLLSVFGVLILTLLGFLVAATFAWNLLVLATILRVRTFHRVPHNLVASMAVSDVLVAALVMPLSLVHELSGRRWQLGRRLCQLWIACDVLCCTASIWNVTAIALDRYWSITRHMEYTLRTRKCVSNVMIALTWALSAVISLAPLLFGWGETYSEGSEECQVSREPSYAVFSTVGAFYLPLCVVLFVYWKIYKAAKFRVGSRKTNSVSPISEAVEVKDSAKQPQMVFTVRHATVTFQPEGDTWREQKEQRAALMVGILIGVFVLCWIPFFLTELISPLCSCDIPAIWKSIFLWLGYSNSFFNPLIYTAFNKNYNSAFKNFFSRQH
CDK5 inh: inhibitors of human CDK5/p35 kinase; Recombinant CDK5/p35, ADP-Glo luminescence, 60 min; 330,000 compounds, 0.01% hits; inhibition, % at 10 µM; Q00535+Q15078;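 active = highest replicate inhibition of at least 50% and at least 75% of replicates reaching 50%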;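 note: plate controls were DMSO neutral control for no effect and GW8510 at 10 µM for full effect; many of its hits are not listed in these tables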
Target sequence (Q00535 whole entry, looked up): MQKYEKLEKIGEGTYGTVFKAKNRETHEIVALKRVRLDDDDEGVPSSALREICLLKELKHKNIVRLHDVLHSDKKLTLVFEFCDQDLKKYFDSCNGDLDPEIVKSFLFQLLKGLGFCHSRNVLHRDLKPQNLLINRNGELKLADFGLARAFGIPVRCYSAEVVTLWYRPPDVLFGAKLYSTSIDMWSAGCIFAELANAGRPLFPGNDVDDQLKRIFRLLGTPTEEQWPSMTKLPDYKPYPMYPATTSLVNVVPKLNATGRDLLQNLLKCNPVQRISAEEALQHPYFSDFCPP
Target sequence (Q15078 whole entry, looked up): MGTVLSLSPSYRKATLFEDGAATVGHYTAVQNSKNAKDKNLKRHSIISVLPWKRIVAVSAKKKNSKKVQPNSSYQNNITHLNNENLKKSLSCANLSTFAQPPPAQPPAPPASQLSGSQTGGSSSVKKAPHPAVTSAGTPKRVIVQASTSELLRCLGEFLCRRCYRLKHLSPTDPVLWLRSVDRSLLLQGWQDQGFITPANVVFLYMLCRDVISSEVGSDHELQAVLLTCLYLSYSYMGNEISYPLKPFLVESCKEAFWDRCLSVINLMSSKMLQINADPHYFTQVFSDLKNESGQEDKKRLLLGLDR
V-ATPase pH: yeast V-ATPase proton transport regulation by pHLuorin; S. cerevisiae, pHLuorin cytosolic pH fluorescence; response, % at 10 µM; 350,000 compounds, 0.37% hits; in the data active = response mostly above about 7.3%, no sharp cut-off; inactive = mostly below about 5.4%; note: actives read high; inactives centre near 0; some compounds called inactive have numbers as strong as hits; reference of the scale not given here
HTR5A ag: activates human HTR5A in OPRM1-OPRD1 agonist counter-screen; P47898; HTR5A agonist assay, luminescence, cell-based; 340,000 compounds, 0.61% hits; activation, % at 9.3 µM; in the data active = activation mostly above about 9.5%, no sharp cut-off; inactive = mostly below about 7.6%;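 note: 0% = cells with vehicle only and 100% = reference agonist; strong numbers were not always called active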
SR-BI HDL uptake: mouse SR-BI HDL lipid transfer inhibition | 320,000 compounds, 0.96% hits | Q61009 | ldlA[mSR-BI] CHO cells, DiI-HDL uptake fluorescence, 3 h | inhibition, % at 12.5 µM;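 active = mean replicate inhibition of at least 70% and a set share of replicates each scoring 70 or more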;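 note: 0% = median of neutral control wells and 100% = median of positive control wells; values of inactives mirror those of a sister screen read the other way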
Starred values were filed as active, the others as inactive; / = not tested or not shown.

SMILES	NSD2 inh	PvdQ inh	dFosB act	MITF act	Wnt act	HTR5A inv ag	CDK5 inh	V-ATPase pH	HTR5A ag	SR-BI HDL uptake
O=Cc1ccc(OCC(=O)NCC2CCCO2)cc1 (centres undefined)	6	-13	-1	1	0	-14	-1.1	3	5	/
O=C(Nc1cc(S(=O)(=O)N2CCOCC2)ccc1Cl)c1ccncc1	-3	-19	-4	-4	0	-12	-0.3	-1	3	26
COc1cc(C[C@H](C)[C@H](C)Cc2ccc3c(c2)OCO3)ccc1O	/	-20	-3	-1	/	0	2.7	5	2	22
O=C(O)CC1SC(=O)N(CC(=O)c2ccccc2)C1=O (centres undefined)	22	-4	-4	12	0	1	-0.7	-2	0	-15
CCOC(=O)c1c(-c2ccc(C)o2)csc1N	2	-8	-7	-3	/	5	-0.9	-28	3	6
COC(=O)\C(C(C)=O)=C(/C=C/C=C/C=C/N(C)C)N(C)C	/	4	-10	-5	/	0	0.3	-2	0	-3
COc1cccc(OC)c1Nc1nc(C)nc2c1nnn2Cc1ccccc1Cl	3	-14	-5	-21	-1	3	-0.5	2	-1	18
CCCCCC(=O)Nc1nc2ccccc2[nH]1	1	-4	-2	/	53*	14	-1.1	0	-1	-13
O=c1oc2ccccc2n1Cc1cccc(F)c1	0	14	2	-5	2	5	1.0	-5	-1	4
CCNC(=O)C(CCSC)NS(=O)(=O)c1ccc(C)cc1 (centres undefined)	-4	2	4	10	-2	-9	0.5	-1	3	-8
CCc1cc2cc3c(cc2nc1SCC(=O)Nc1c[nH]c(=O)[nH]c1=O)OCO3	26	-10	70*	-2	2	3	1.2	-1	-1	/
CC(C)C(=O)NNC(=O)c1csc(CS(=O)(=O)c2ccc(Cl)cc2)n1	-1	-8	0	-9	1	15	1.3	-1	-1	-15
Cc1cc(NS(=O)(=O)c2ccc(C(C)C)cc2)no1	-2	-11	-7	0	1	10	1.0	2	6	-22
O=S(=O)(c1ccsc1)N1CC=C(c2ccccc2)CC1	0	2	-12	9	0	-18	1.2	1	3	-13
Cc1cc(=O)n2nc(N3CCC(C(=O)Nc4cccc(Cl)c4C)CC3)sc2n1	/	-8	3	-3	-2	-11	/	-1	0	8
CCn1c(=O)c([N+](=O)[O-])c(NCCN(C)C)c2ccccc21	4	-9	-4	3	2	5	0.5	-3	7	-18
O=C(O)CCN(Cc1ccccc1)S(=O)(=O)c1c(Cl)cccc1Cl	-2	16	4	-13	0	3	-2.0	-1	-1	-13
C#CC(C)(CC)NC(=O)Cn1nnc(-c2ccc(S(C)(=O)=O)cc2)n1 (centres undefined)	/	0	4	/	/	-1	1.4	5	0	-12
CC(Nc1cc(=O)n(C)c(=O)n1C)c1ccccc1 (centres undefined)	-2	0	0	-3	/	3	-0.2	-1	-4	-3
COc1ccc(-n2nc3c(N)n[nH]c3cc2=O)cc1	-1	2	-3	-4	2	3	0.6	2	-1	7
COc1ccc(CCNC(=O)C/C(C)=N/NC(=O)c2ccc([N+](=O)[O-])cc2Cl)cc1OC	-4	-5	-20	-5	-1	-16	3.2	-5	2	-9
CCOC(=O)c1c(C)n(C)c2cc(-c3ccc(F)cc3)c(O)cc12	-2	-16	0	4	/	-16	-1.0	2	-1	22
NC(=O)c1ccc(NC(=O)COC(=O)C2CC3C=CC2C3)cc1 (centres undefined)	-2	-2	4	-5	-1	11	0.3	0	-3	-14
CCCc1cc(=O)[nH]c(SCC(=O)N2N=C(c3ccc(Cl)cc3)CC2c2ccco2)n1 (centres undefined)	2	-8	-13	-3	-3	-17	-1.3	0	7	-6
CNc1snc(C)c1C(=O)OC(C)C(=O)NCc1ccccc1 (centres undefined)	-2	-17	-6	-3	1	0	0.4	1	4	1
CCOC(=O)c1cc(-c2csc(-c3ccc(C(C)(C)C)cc3)n2)on1	-3	-14	-9	-6	11	9	-2.5	6	-4	-5
N=C1CCCN1CC(=O)c1cccs1	-4	2	4	-1	-1	-3	-0.7	4	0	-6
CS(=O)(=O)N(CC(=O)N1CCC(C(N)=O)CC1)c1ccc(Cl)c(C(F)(F)F)c1	-3	-3	-8	-3	/	-4	0.2	-3	3	-18
Cn1nc(CC(=O)Nc2ccc3c(c2)OCCO3)c2ccccc2c1=O	4	-11	-2	-18	/	-3	0.2	-2	1	-7
Nc1ccccc1-c1n[nH]c(=S)s1	/	-4	-2	24	/	5	3.7	-4	-2	-3
Cc1ccc(-c2cc(C(=O)Nc3cc(C(=O)O)ccc3C)c3ccccc3n2)cc1	4	-4	-17	-11	0	/	1.5	0	/	14
NNC(=O)Cc1csc(-c2ccccc2)n1	-3	4	-6	-3	0	-3	0.9	-2	1	-20
Cc1cc(/C=N/NC(=O)c2c(Br)cnn2C)c(C)n1-c1cccc(Br)c1	5	3	-4	13	-1	-1	2.3	-2	-2	61
CCOC(=O)/C=C1\SCC(=O)N1CC(=O)N1CCOCC1	-3	1	-2	-14	-1	-37	-0.2	1	7	-52
CCc1cc(SC#N)ccc1N	-6	-5	-11	-12	-1	4	1.5	2	-2	4
CC(C)=CCc1cc([C@@H]2COc3c(ccc4c3C=CC(C)(C)O4)C2)c(O)cc1O	/	6	-12	-32	-2	19	-1.7	0	12	14
CC(C)NC(=S)NN=C1CCCCCCCCCCC1	-1	-2	-8	-11	-2	-11	0.3	2	3	17
O=C(CSc1nnc(-c2ccccc2)c2ccccc12)NCCN1C(=O)CSC1=O	0	-18	-7	-20	-3	-2	-0.1	0	-2	19
CCN(CC)C(=O)c1oc2ccc(S(=O)(=O)N3CCCCCC3)cc2c1C	-2	-8	-11	3	0	-3	-2.1	3	2	35
COC(=O)c1cc(CSc2nc3ccccc3c(=O)n2C)oc1C	40	-9	-18	-13	-5	-4	0.8	-5	1	20
COc1cccc(OCCOc2cccc(/C=N/n3cnnc3)c2)c1	1	-2	-22	7	/	10	-0.4	-1	-4	6
CCCc1cc(-c2n[nH]c(C(=O)OCC)c2-c2cscn2)c(O)cc1O	6	-13	-10	-6	1	-11	1.1	4	3	17
C/C(=N\NS(=O)(=O)c1cccc([N+](=O)[O-])c1)c1cc2ccccc2o1	5	13	-12	/	/	-34	-0.3	2	11*	-16
CCOC(=O)C1CCN(C(=O)COc2ccc(Cl)cc2C)CC1	-2	-12	-4	-9	/	-3	-0.1	1	2	-6
C=CCn1c(O)c(C2=c3ccccc3=NC2=O)s/c1=N/c1nccs1	/	-7	-11	/	-4	-3	-2.5	5	1	13
N#Cc1c(NC(=O)c2cc([N+](=O)[O-])ccc2N2CCOCC2)sc2c1CCCC2	6	-8	4	7	8	-15	-0.2	0	2	65
COc1ccccc1-c1c(C)nn2c(N3CCN(Cc4ccccc4)CC3)cc(C)nc12	/	0	-3	-1	-4	-11	1.1	-1	4	31
COc1ccc(-c2oc3ccccc3c2C#Cc2cncn2C)cc1	/	3	4	8	-1	-30	-0.2	3	-1	79*
Cc1cc(NC(=O)C(C)SCC(=O)O)no1 (centres undefined)	-2	-2	3	-2	-1	-7	-0.8	-6	3	-25
O=C(/C=C/Nc1ccccc1C(F)(F)F)c1ccco1	3	-10	-8	12	16	7	0.8	-4	-3	10
CN(C(=S)Nc1ccccc1)c1ccccc1	0	2	-4	12	3	10	0.2	1	-3	-10

Part of the list above in order of SMILES length, lowest first.
SMILES	NSD2 inh	PvdQ inh	dFosB act	MITF act	Wnt act	HTR5A inv ag	CDK5 inh	V-ATPase pH	HTR5A ag	SR-BI HDL uptake
N=C1CCCN1CC(=O)c1cccs1	-4	2	4	-1	-1	-3	-0.7	4	0	-6
NNC(=O)Cc1csc(-c2ccccc2)n1	-3	4	-6	-3	0	-3	0.9	-2	1	-20
CCCCCC(=O)Nc1nc2ccccc2[nH]1	1	-4	-2	/	53*	14	-1.1	0	-1	-13
Cc1cc(NC(=O)C(C)SCC(=O)O)no1 (centres undefined)	-2	-2	3	-2	-1	-7	-0.8	-6	3	-25
CCOC(=O)c1c(-c2ccc(C)o2)csc1N	2	-8	-7	-3	/	5	-0.9	-28	3	6
CC(Nc1cc(=O)n(C)c(=O)n1C)c1ccccc1 (centres undefined)	-2	0	0	-3	/	3	-0.2	-1	-4	-3
CCNC(=O)C(CCSC)NS(=O)(=O)c1ccc(C)cc1 (centres undefined)	-4	2	4	10	-2	-9	0.5	-1	3	-8
CCOC(=O)/C=C1\SCC(=O)N1CC(=O)N1CCOCC1	-3	1	-2	-14	-1	-37	-0.2	1	7	-52
COc1cccc(OCCOc2cccc(/C=N/n3cnnc3)c2)c1	1	-2	-22	7	/	10	-0.4	-1	-4	6
NC(=O)c1ccc(NC(=O)COC(=O)C2CC3C=CC2C3)cc1 (centres undefined)	-2	-2	4	-5	-1	11	0.3	0	-3	-14
COc1cccc(OC)c1Nc1nc(C)nc2c1nnn2Cc1ccccc1Cl	3	-14	-5	-21	-1	3	-0.5	2	-1	18
O=C(O)CCN(Cc1ccccc1)S(=O)(=O)c1c(Cl)cccc1Cl	-2	16	4	-13	0	3	-2.0	-1	-1	-13
COC(=O)\C(C(C)=O)=C(/C=C/C=C/C=C/N(C)C)N(C)C	/	4	-10	-5	/	0	0.3	-2	0	-3
COc1cc(C[C@H](C)[C@H](C)Cc2ccc3c(c2)OCO3)ccc1O	/	-20	-3	-1	/	0	2.7	5	2	22
CC(C)C(=O)NNC(=O)c1csc(CS(=O)(=O)c2ccc(Cl)cc2)n1	-1	-8	0	-9	1	15	1.3	-1	-1	-15
Cc1cc(/C=N/NC(=O)c2c(Br)cnn2C)c(C)n1-c1cccc(Br)c1	5	3	-4	13	-1	-1	2.3	-2	-2	61
Cc1ccc(-c2cc(C(=O)Nc3cc(C(=O)O)ccc3C)c3ccccc3n2)cc1	4	-4	-17	-11	0	/	1.5	0	/	14
CCCc1cc(=O)[nH]c(SCC(=O)N2N=C(c3ccc(Cl)cc3)CC2c2ccco2)n1 (centres undefined)	2	-8	-13	-3	-3	-17	-1.3	0	7	-6
CS(=O)(=O)N(CC(=O)N1CCC(C(N)=O)CC1)c1ccc(Cl)c(C(F)(F)F)c1	-3	-3	-8	-3	/	-4	0.2	-3	3	-18
